Compound activity as filed in PubChem BioAssay.
p53ts 32C tox: p53ts cell cytotoxicity, permissive temperature; Potency, µM (doses to about 46.1 µM), for inactives: at the top dose activity change, negative = cytotoxicity, most hits filed as cytotoxic; actives 0.93% (n = 130,000); H1299-p53A138V at 32C, ATP luminescence viability, 24 h;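 further: 0% = DMSO and -100% = full killing by reference compound; nearly all actives have a fitted effect of over 55% in size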
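Cells: H1299 p53ts (A138V), 600/well, pre-incubated 16–30 h at 37C. Cpd up to 46 uM, 24 h, 32C. Readout: ATPlite luminescence, 20 min RT. Normalization: DMSO vs tamoxifen 100 uM. AC50 by Hill equation.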
Imprint erasure: inducers of genomic imprint erasure in mouse ES cells; actives 0.02% (n = 110,000); mouse ES Peg3-LacZ reporter, beta-gal luminescence, 40 h; Potency, µM (doses to about 60.7 µM), for inactives: at the top dose activity change, positive = activation, actives largely listed as activators;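 further: 0% = negative control wells on the plate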
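Imprint erasure is scored as LacZ activity from the silenced maternal Peg3 allele in feeder-free female ES cells cultured 40 h with LIF. Luminescence is normalized to in-plate negative controls and fitted to the Hill equation.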
p53ts 39C kill: kills p53ts cells at the nonpermissive temperature | H1299-p53A138V viability at 39C, ATP luminescence, 24 h | Potency, µM (doses to about 46.1 µM), for the others: at the highest dose activity change, negative = cell killing, usual class: cytotoxic | actives 1.5% (n = 130,000) | AID 902; further: nearly all actives have a fitted effect of over 55% in size
IkB signaling: inhibitors of IkB signaling in ABC-DLBCL cells. ABC-DLBCL IkBa-CBG/CBR dual luciferase ratio, 4 h; response scale: scaled: untreated 0%, proteasome inhibitor 100%. Potency, µM (top dose mostly 57.1 µM), for inactives: at the top dose IkBa stabilization activation. actives 0.04% (n = 110,000). AID 445; active means well fitted curve in the direction sought with a large enough effect in the signal ratio, not every such curve was filed as active; inconclusive means small, poorly fitted or top-dose-only effect, or a change in a side signal; the % refers to the signal ratio;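 further: the direction sought is a rising ratio; 0% = basal untreated cells and 100% = reference inhibitor full response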
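In this assay, an IκBα–CBG68 fusion accumulates when IKK-driven degradation is blocked; native CBR normalizes for cell number. OCI-Ly3 cells were treated 4 h with compound and doxycycline, then green and red light read after Chroma-Glo addition.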
* = called active by the depositor; ? = inconclusive; . = no result given; [ ] = another dose, or the depositor's remark. Unless noted, the call rests on the fitted dose curve; in most records, active means well fitted curve in the direction sought with a large enough effect; inconclusive means small, poorly fitted or top-dose-only effect, or another doubt; inactive means no such curve, though single readings can be large; an effect the other way counts as inactive or inconclusive. Unless noted, on the % scale 0 is the no-effect control and ±100 the full control effect; potency means the concentration at half of the fitted maximal effect.

#1 CCOC(=O)N1CCN(C(=O)CCCn2c(=O)[nH]c3ccccc3c2=O)CC1
#2 COC(=O)NC(/C(C(=O)OC)=C(\C)NCc1ccccc1)c1cccc(C)c1 (configuration not stated)
#3 CCn1c(CC(=O)Nc2ccccc2)nnc1SCC(=O)Nc1ccccc1C(=O)OC
#4 Cc1cc(N2CCCCCC2)nc(-c2ccccc2O)n1
#5 O=C(c1ccc(Cl)cc1Cl)N1CCC(c2nc3c(nnn3Cc3ccco3)c(=O)[nH]2)CC1
#6 O=C(CCn1nc(-c2ccccc2)ccc1=O)N1CCOCC1
#7 Cc1ccc(NC(=O)CSc2nc3ccccc3c3nc(CCn4cncc4C)nn23)cc1F
#8 CCNc1cc(O)ccc1C

compound no.,1,2,3,4,5,6,7,8
p53ts 32C tox,2.5%,-0.5%[9.22 µM],-1.1%,0.8%,23.7%,-0.6%,-21.9%,4.5%[1.84 µM]
IkB signaling,-0.9%,.,3.8%,0.8%,3.1%,1.4%,?,-0.5%
p53ts 39C kill,-11.1%,-8.5%[9.22 µM],6.7%,3.7%,-4.6%,6.3%,?,-16.6%
Imprint erasure,-15.5%,.,?,-3.4%,-22.4%,8.4%,-16.6%[10.9 µM],-1.5%

Sorted by length of the SMILES (rising): 4 of the compounds above.
#8 CCNc1cc(O)ccc1C
#4 Cc1cc(N2CCCCCC2)nc(-c2ccccc2O)n1
#1 CCOC(=O)N1CCN(C(=O)CCCn2c(=O)[nH]c3ccccc3c2=O)CC1
#5 O=C(c1ccc(Cl)cc1Cl)N1CCC(c2nc3c(nnn3Cc3ccco3)c(=O)[nH]2)CC1

compound no.,8,4,1,5
p53ts 32C tox,4.5%[1.84 µM],0.8%,2.5%,23.7%
IkB signaling,-0.5%,0.8%,-0.9%,3.1%
p53ts 39C kill,-16.6%,3.7%,-11.1%,-4.6%
Imprint erasure,-1.5%,-3.4%,-15.5%,-22.4%

Next compounds.
#9 CC1CCN(C(=O)c2cc(F)c(F)cc2Cl)CC1
#10 CC(C)CSc1nc2c(=O)[nH][nH]c(=O)c2n1Cc1ccccc1
#11 CCOC(=O)c1cc(-c2ccccc2)n(CCC(=O)Nc2nc3c(C)cccc3s2)c1C
#12 COc1ccc(Cn2nc(C)cc2C)cc1OC
#13 Cc1cc(C)c2c(n1)SCC(=O)N2CC(=O)Nc1c(C)cccc1C
#14 O=C(CC1N=C2c3ccccc3N=C(SCc3ccc(F)cc3)N2C1=O)NCc1cccs1 (configuration not stated)
#15 CN1CCN(c2nc3c(c(=O)[nH]c(=O)n3C)n2CC(N)=O)CC1
#16 O=C1CN(C(=O)c2ccc(S(=O)(=O)N3CCCC3)cc2)C(c2ccc(F)cc2)c2cc(Br)ccc2N1 (configuration not stated)

compound no.,9,10,11,12,13,14,15,16
p53ts 32C tox,4.9%,4.6%,12.8%,-0.8%,0.5%,-1.4%,-28.1%,11.3%
IkB signaling,.,.,2.8%,-3.5%,-2.3%,0.6%,-1.2%,?
p53ts 39C kill,5.2%,20.2%,-14.9%,-14.4%,11.8%,19.4%,-23.0%,-9.0%
Imprint erasure,.,.,-11.1%[10.9 µM],4.6%,-7.1%[10.9 µM],-2.6%[10.9 µM],-9.8%,-7.6%[10.9 µM]

#17 COc1cc(NC(=O)c2cc(-c3ccco3)on2)c(OC)cc1Cl
#18 Cc1nc2ccc(S(=O)(=O)NC(C(=O)Nc3nccs3)C(C)C)cc2s1 (configuration not stated)
#19 Cc1ccccc1NC(=O)c1c(O)c2cccc3c2n(c1=O)CC3
#20 COc1ccccc1N1CCN(C(=O)CCc2ccc(S(=O)(=O)NCC(C)C)cc2)CC1
#21 O=C(CSCCO)Nc1cc(C(F)(F)F)ccc1Cl
#22 COc1cccc(C2CC(=O)Nc3c2c(=O)n(C)c(=O)n3C)c1OC (configuration not stated)
#23 O=C(Nc1cccc(-c2nc3cc(Cl)ccc3o2)c1)c1ccc(F)cc1
#24 Cc1c(C(=O)N(C)C)sc2c1c(=O)n(-c1ccc(Cl)cc1)c(=O)n2Cc1ccccc1F

compound no.,17,18,19,20,21,22,23,24
p53ts 32C tox,4.1%,3.3%,-3.6%,2.6%,-2.7%,4.1%,-17.4%,12.8%
IkB signaling,1.1%,2.8%,1.3%,?,-0.2%,-1.0%,?,-1.1%
p53ts 39C kill,-7.6%,6.6%,2.9%,-6.8%,5.2%,8.6%,?,-18.4%
Imprint erasure,-4.0%,-2.6%,0.9%,-14.8%,-1.2%,-5.7%,-13.6%[10.9 µM],-9.7%[10.9 µM]

#25 CC(c1ccccc1)N1C(=O)NC(NC(=O)c2cccnc2)(C(F)(F)F)C1=O (configuration not stated)
#26 CCC(C)C(N)C(=O)NC(CCC(=O)OCc1ccccc1)C(N)=O (configuration not stated)
#27 Cc1ccc(NC(=O)CCC(=O)OCC(F)(F)C(F)F)cc1
#28 Cc1ccc(C(=O)NCC2CCCO2)o1 (configuration not stated)
#29 CC(C)CO/N=C1/C[C@@H](O)[C@@H](O)[C@@H]2[C@@H]3C(=O)N(C4CCCCC4)C(=O)[C@H]3CC[C@@H]12
#30 CCOC(=O)C1C(c2cccc(Cl)c2Cl)NC(=O)NC1(O)C(F)(F)F (configuration not stated)
#31 COc1ccc2c3c1O[C@H]1C[C@H](O)C=C[C@@]31CCN(C)C2
#32 Cn1nnnc1SCc1ccc(F)cc1

compound no.,25,26,27,28,29,30,31,32
p53ts 32C tox,-11.5%,1.8%,2.6%,2.9%,3.4%[9.22 µM],6.3%,7.1%,4.7%
IkB signaling,.,1.2%,1.0%,-0.4%,.,0.2%,0.4%,3.3%
p53ts 39C kill,-9.3%,1.5%,3.0%,8.7%,5.4%[9.22 µM],7.0%,-1.3%,-2.6%
Imprint erasure,.,-10.3%,20.1%,0.2%,.,-2.8%,5.4%,-11.2%

#33 CCc1nnc(NC(=O)CSc2nnc(-c3ccncc3)n2Cc2ccccc2)s1
#34 COc1ccc(OC)c(-c2cc(C(=O)NCCCn3ccnc3)no2)c1
#35 C=CCn1c(SCC(=O)Nc2ccc(NC(=O)c3ccco3)c(OC)c2)nnc1-c1ccncc1
#36 O=C(COc1ccc(Cl)cc1)NCc1nnc(SCC(=O)NCc2ccc3c(c2)OCO3)o1
#37 Cc1cccc2cc(CN(CCc3ccccc3)C(=O)N3CCOCC3)c3nnnn3c12
#38 COc1ccc(C(c2nnnn2C2CCCCC2)N2CCN(c3ccc(OC)cc3)CC2)cc1 (configuration not stated)
#39 CCn1c(=O)cc(SCC(=O)Nc2ccc3c(c2)OCO3)c2ccccc21
#40 Cc1cccc(CCNC(=O)CCc2nc(-c3ccccc3F)no2)c1

compound no.,33,34,35,36,37,38,39,40
p53ts 32C tox,-0.8%,0.1%,6.0%,15.5%,3.3%,-4.1%,11.3%,-15.7%
IkB signaling,0.0%,0.0%,1.2%,?,0.3%,0.6%,?,2.0%
p53ts 39C kill,-5.3%,-11.7%,-5.7%,6.6%,-1.6%,-9.7%,-13.8%,8.0%
Imprint erasure,-27.3%,-14.8%,-11.2%,-6.1%,14.2%,-6.6%,-25.0%,-8.9%

A run of entries of the results above:
#32 Cn1nnnc1SCc1ccc(F)cc1
#33 CCc1nnc(NC(=O)CSc2nnc(-c3ccncc3)n2Cc2ccccc2)s1
#34 COc1ccc(OC)c(-c2cc(C(=O)NCCCn3ccnc3)no2)c1
#35 C=CCn1c(SCC(=O)Nc2ccc(NC(=O)c3ccco3)c(OC)c2)nnc1-c1ccncc1
#36 O=C(COc1ccc(Cl)cc1)NCc1nnc(SCC(=O)NCc2ccc3c(c2)OCO3)o1
#37 Cc1cccc2cc(CN(CCc3ccccc3)C(=O)N3CCOCC3)c3nnnn3c12
#38 COc1ccc(C(c2nnnn2C2CCCCC2)N2CCN(c3ccc(OC)cc3)CC2)cc1 (configuration not stated)

compound no.,32,33,34,35,36,37,38
p53ts 32C tox,4.7%,-0.8%,0.1%,6.0%,15.5%,3.3%,-4.1%
IkB signaling,3.3%,0.0%,0.0%,1.2%,?,0.3%,0.6%
p53ts 39C kill,-2.6%,-5.3%,-11.7%,-5.7%,6.6%,-1.6%,-9.7%
Imprint erasure,-11.2%,-27.3%,-14.8%,-11.2%,-6.1%,14.2%,-6.6%

Additional structures
#41 CSc1nnc(Cn2c(=O)sc3ccccc32)n1CCc1ccccc1
#42 O=C(CSc1nnc(-c2cccnc2)o1)Nc1ccccn1
#43 O=C(Nc1nnc(SCc2cccc3ccccc23)s1)C1COc2ccccc2O1 (configuration not stated)
#44 CCOC(=O)C1CCN(c2c(NCCCN(C)C3CCCCC3)c(=O)c2=O)CC1
#45 Cc1noc(NS(=O)(=O)c2ccc(NC(=O)Nc3ccc(Cl)c(Cl)c3)cc2)c1C
#46 COc1cccc(-c2noc(N)c2C#N)c1
#47 Cc1csc(NC(=O)c2cnccn2)n1
#48 NC(=O)C1CCN(CCC(=O)Nc2ccc3c(c2)CCC3)CC1

compound no.,41,42,43,44,45,46,47,48
p53ts 32C tox,-6.0%,?,24.0%,1.2%,1.2%,14.4%,4.6%,6.5%
IkB signaling,0.3%,-1.5%,.,-0.5%,1.2%,-0.4%,-1.5%,.
p53ts 39C kill,5.1%,-29.0%,4.6%,0.1%,1.7%,30.4%[activator],-7.9%,27.6%
Imprint erasure,-17.9%,-60.5%[inhibitor],.,-9.0%,-45.5%[inhibitor],-9.9%,-73.0%[inhibitor],.
